Runt-CBFb FRET: blocks binding of human RUNX1 Runt domain to CBFb; Q01196+Q13951; Cerulean-Runt/Venus-CBFb FRET ratio 530/480, 1 h; inhibition, % at 20 µM; hit rate 0.46% among 220,000; AID 1496;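 active means inhibition over about 50% at 20 µM in the single-dose screen, limit read from the data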;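 further: 0% = DMSO wells and 100% = excess unlabeled CBFb competitor control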
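Doses: 20 µM compound in 1% DMSO | Material: Cerulean-labeled Runt domain protein | Amount: Each fluorescent fusion protein 100 nM | Schedule: Two 1 h room-temperature incubations shielded from light | Measured by: FRET fluorescence | Evaluation: Loss of energy transfer signal | Controls: Unlabeled CBFb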
NPY-Y1 antag: blocks the human neuropeptide Y Y1 receptor; HEK293-CNG Y1 cells, membrane potential fluorescence; NPY at EC95, then isoproterenol; inhibition, % at 3.6 µM; hit rate 1% among 200,000;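 active means inhibition above the campaign mean inhibition of all tested compounds plus 3 SD, cut at about 20% in these data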;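 further: 0% = DMSO wells given NPY plus isoproterenol and 100% = isoproterenol alone without NPY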
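Material: HEK293 Y1/CNG channel cell line; also added: NPY (25 nM), isoproterenol (1 µM), Ro 20-1724 (25 µM); doses: one concentration, 3.6 µM, in 0.4% DMSO; schedule: compound incubation 1 h at room temperature, readout 45 min post-stimulation; technique: membrane potential fluorescence; measure: fluorescence ratio normalized to % inhibition between controls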
NPY-Y2 PAM-ag: potentiates or activates human NPY-Y2 receptor | cells expressing NPY-Y2, potentiator/agonist read-out | hit rate 0.45% among 220,000 | activation, % at 3.6 µM | P49146 | AID 1359; in the data active means activation above about 27%;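 further: cells stimulated with NPY near EC25 plus isoproterenol at EC100; 0% = vehicle plus submaximal agonist and 100% = vehicle plus saturating agonist; some results beyond the cut were filed as inactive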
RBBP9 inh: inhibitors of human serine hydrolase RBBP9 | O75884 | recombinant RBBP9, FP-Rh probe fluorescence polarization | inhibition, % at 7.94 µM | hit rate 0.2% among 220,000 | AID 1515;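 active means inhibition above the campaign mean of all tested compounds plus 3 SD, cut at about 14% in these data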;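 further: plate controls were DMSO wells with RBBP9 for no effect and wells lacking RBBP9 protein for full effect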
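Measured by – fluorescence polarization · Test system – RBBP9 protein · Input – 2.5 µM RBBP9 dispensing solution, before mixing · Measure – percent inhibition from mP, scaled between DMSO and no-protein wells · Benchmarks – DMSO-treated enzyme wells and wells lacking RBBP9 · Times – preincubation 30 min plus labeling 45 min at 25 °C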
Runt-SMMHC FRET: inhibitors of human RUNX1 Runt domain binding to CBFb-SMMHC; hit rate 0.74% among 220,000; Q01196+Q13951; inhibition, % at 20 µM; Cerulean-Runt/Venus-CBFb-SMMHC FRET ratio 530/480, 1 h;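 active means mean inhibition across duplicate retests at 20 µM reaching about 50%, limit read from the data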;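 further: 0% = DMSO wells and 100% = wells with excess untagged CBFb-SMMHC; inhibitors lower the FRET ratio by blocking Runt binding to CBFb-SMMHC; some results filed as inactive read as strong as hits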
p97 inhibitor: blocks human p97 ATPase activity. recombinant p97 ATPase, Kinase-Glo ATP luminescence, 3 h. inhibition, % at 8 µM. hit rate 0.42% among 220,000. AID 1481; in the data active means inhibition above about 15%;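 further: 0% = DMSO vehicle and 100% = wells lacking enzyme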
NPY1 pot ag: potentiates or activates human NPY-Y1 receptor; P25929; NPY-Y1 expressing cells, potentiator/agonist activation; activation, % at 3.6 µM; hit rate 0.37% among 220,000; AID 1304; in the data active means activation above about 33%, passing the limit was not always enough;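 further: cells stimulated with NPY at EC10 then isoproterenol at EC100; 0% = low agonist plus stimulus and 100% = saturating agonist plus stimulus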
MDM2 E3 inh: blocks human Mdm2 ubiquitin ligase activity | cell-based MDM2 ubiquitination luciferase reporter, 2 h; 0 = plate control, 100 = twice control, blank-subtracted | Q00987 | hit rate 0.11% among 210,000 | signal enhancement, % at 5 µM;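 active means signal enhancement of 30% or more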;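 further: luminescence tracks abundance of the self-degrading MDM2-luciferase fusion protein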
Target sequence (Q00987 whole entry, looked up, the tested form may be a part): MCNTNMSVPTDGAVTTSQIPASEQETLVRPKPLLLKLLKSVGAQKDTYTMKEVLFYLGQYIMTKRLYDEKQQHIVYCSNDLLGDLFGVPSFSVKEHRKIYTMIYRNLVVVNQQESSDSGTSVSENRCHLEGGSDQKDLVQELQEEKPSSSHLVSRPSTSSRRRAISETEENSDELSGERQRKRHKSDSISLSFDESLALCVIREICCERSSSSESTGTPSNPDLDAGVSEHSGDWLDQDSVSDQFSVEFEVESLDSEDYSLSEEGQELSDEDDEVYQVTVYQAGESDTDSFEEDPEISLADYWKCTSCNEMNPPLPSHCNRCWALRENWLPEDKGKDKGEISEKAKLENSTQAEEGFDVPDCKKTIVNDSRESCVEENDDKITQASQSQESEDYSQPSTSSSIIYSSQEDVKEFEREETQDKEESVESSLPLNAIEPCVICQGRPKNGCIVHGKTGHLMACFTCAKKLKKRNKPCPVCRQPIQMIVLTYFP
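Assay system: stable mammalian line carrying autodegrading MDM2–luciferase fusion reporter; amount: 2000 cells seeded into each well; buffer or medium: DMEM; benchmarks: plate control and blank wells; signal: luciferase luminescence; timing: 2 h compound exposure at 37 °C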
Hck-Nef inh: blocks Nef-activated human Hck kinase. P08631. Recombinant Hck-YEEI plus Nef, Z-Lyte FRET kinase assay. inhibition, % at 20 µM. hit rate 0.68% among 220,000. AID 463187;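 active means Hck-Nef kinase inhibition above about 50%, limit read from the data; inactive means inhibition below that limit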;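 further: 0% = DMSO with Hck plus Nef and 100% = Hck alone without Nef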
Target sequence (P08631 whole entry, looked up): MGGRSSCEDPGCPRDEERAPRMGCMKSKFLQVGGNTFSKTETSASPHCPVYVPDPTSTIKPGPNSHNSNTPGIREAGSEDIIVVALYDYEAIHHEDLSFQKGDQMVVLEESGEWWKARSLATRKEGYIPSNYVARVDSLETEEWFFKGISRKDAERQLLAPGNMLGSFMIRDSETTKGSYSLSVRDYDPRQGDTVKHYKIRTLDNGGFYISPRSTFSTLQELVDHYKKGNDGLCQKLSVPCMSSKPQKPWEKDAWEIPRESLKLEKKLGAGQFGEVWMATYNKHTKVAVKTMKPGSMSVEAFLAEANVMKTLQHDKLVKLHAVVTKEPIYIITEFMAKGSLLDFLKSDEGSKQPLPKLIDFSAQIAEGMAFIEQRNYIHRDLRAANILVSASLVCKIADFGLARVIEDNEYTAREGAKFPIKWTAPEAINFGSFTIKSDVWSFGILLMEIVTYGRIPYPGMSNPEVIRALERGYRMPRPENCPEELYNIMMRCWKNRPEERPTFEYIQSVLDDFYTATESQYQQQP
The depositor's hits bear a star; · = no result given.

Fields – Runt-CBFb FRET	NPY-Y1 antag	NPY-Y2 PAM-ag	RBBP9 inh	Runt-SMMHC FRET	p97 inhibitor	NPY1 pot ag	MDM2 E3 inh	Hck-Nef inh
1	CCOC(=O)c1sc(NC(=O)Nc2ccccc2)cc1C
 : -4	4	9	-9	0	6	5	-15	7
2	O=C(Nc1c2c(nc3ccccc13)CCCC2)c1ccccc1Br
 : 0	7	-1	0	-3	-5	-15	-15	1
3	CCOC(=O)c1noc(C)c1C(=O)Nc1nccs1
 : -1	-1	-5	0	2	-1	-28	4	23
4	COc1ccc(CCN(C(=O)c2ccccc2)C2=CC3CCC(C2)N3C)cc1OC (centres undefined)
 : 2	-4	17	-11	3	0	-8	-9	0
5	O=C(NCCc1ccccc1)C(=O)NCC1OCCN1S(=O)(=O)c1ccc(Cl)cc1 (centres undefined)
 : 3	·	1	5	-3	4	-2	-5	16
6	CCCCOc1ccc(Br)cc1/C(C)=N/NC1=NCCN1
 : -1	50*	-15	-6	-3	-2	-60	-13	8
7	C=CCc1ccc(O)c(-c2ccc(O)c(CC=C)c2)c1
 : 2	-3	15	1	-2	-5	9	-12	5
8	COc1cc(C=O)ccc1OS(=O)(=O)c1ccccc1[N+](=O)[O-]
 : -3	-1	-1	-5	-4	1	-39	1	3
9	c1ccc(-c2nn3c(Cn4nnc5ccccc54)nnc3s2)cc1
 : 42	4	-16	-4	7	5	-15	-1	1
10	Cc1ccc(NC(=O)Nc2nnc(-c3ccccc3F)s2)cc1
 : 0	·	3	-5	-2	8	9	-9	23
11	Cc1cc(NNC(=O)c2ccccc2)nc(NNC(=O)c2ccccc2)n1
 : 2	-1	9	-4	-1	5	15	-7	20
12	CCOC(=O)c1cc(-c2csc(COc3ccccc3Cl)n2)on1
 : 0	·	3	0	-4	-11	10	-3	11
13	O=C(NCc1ccco1)NC(=O)c1csc([N+](=O)[O-])c1
 : -1	·	31	-4	-1	5	23	2	20
14	Nc1cnccc1C(=O)O
 : 0	0	-13	-8	-15	4	-10	-4	3
15	CC(NC(=O)c1ccc(C(F)(F)F)cc1)C(c1ccccc1)N1CCOCC1 (centres undefined)
 : -2	-1	-2	3	2	4	2	-8	18

Three compounds from above, sorted by length of the SMILES, smallest number first:
Fields – Runt-CBFb FRET	NPY-Y1 antag	NPY-Y2 PAM-ag	RBBP9 inh	Runt-SMMHC FRET	p97 inhibitor	NPY1 pot ag	MDM2 E3 inh	Hck-Nef inh
14	Nc1cnccc1C(=O)O
 : 0	0	-13	-8	-15	4	-10	-4	3
13	O=C(NCc1ccco1)NC(=O)c1csc([N+](=O)[O-])c1
 : -1	·	31	-4	-1	5	23	2	20
4	COc1ccc(CCN(C(=O)c2ccccc2)C2=CC3CCC(C2)N3C)cc1OC (centres undefined)
 : 2	-4	17	-11	3	0	-8	-9	0

Next section:
Fields – Runt-CBFb FRET	NPY-Y1 antag	NPY-Y2 PAM-ag	RBBP9 inh	Runt-SMMHC FRET	p97 inhibitor	NPY1 pot ag	MDM2 E3 inh	Hck-Nef inh
16	Cc1cccc(-c2c3c(=O)n(C)c(=O)n(C)c3cn2C(C)C)c1
 : 0	2	-5	-3	1	2	15	-30	3
17	CC1CCC/C(=N\NC(=O)COc2ccc(Cl)cc2Cl)C1 (centres undefined)
 : 0	7	3	-7	1	-4	34	-7	-2
18	Cc1ccccc1C(=O)NC1CCN(Cc2nnnn2CCc2ccccc2)CC1
 : -3	4	-4	-3	2	-6	-7	-17	0
19	CN(C(=O)Nc1cccc(C(F)(F)F)c1)C1CCCCC1
 : 0	·	-10	0	-2	4	10	-7	-12
20	O=C(NCc1ccco1)C1CCCN1C(=O)NCc1ccccc1 (centres undefined)
 : -2	3	1	4	-2	-2	-9	-7	1
21	N/C(=N\OC(=O)CCc1ccccc1)c1cccnc1
 : 0	4	-8	-1	1	-4	0	-1	17
22	Cc1ccccc1OCC(=O)Nn1c(COc2ccccc2)nc2ccccc2c1=O
 : 0	8	-3	-4	0	-2	-31	-7	4
23	Cc1cc(NC(=O)CCCN2C(=O)c3cccnc3C2=O)no1
 : 0	2	-4	-9	-10	5	7	-10	0
24	O=C(O)COc1nsnc1N1CCOCC1
 : 1	-3	18	8	2	8	13	-22	1
25	O=C1C2C(c3ccccc3)C=CC(c3ccccc3)C2C(=O)N1C1CCCCC1 (centres undefined)
 : 1	11	-6	-5	-8	-4	-8	-1	1
26	O=C(COC(=O)c1cnccn1)Nc1cccc2ccccc12
 : 0	-3	0	-7	-4	7	6	-10	23
27	COc1cc(OC)c(CN2CCN(c3ccc(F)cc3)CC2)cc1Br
 : -4	2	2	4	2	0	-13	-1	-4
28	COc1ccc(CCC(=O)Nc2ccccc2C(F)(F)F)cc1
 : -3	-2	-5	2	16	3	-15	-11	4
29	Cc1ccccc1N(CC(=O)N/N=C/c1cc(C)n(-c2ccccc2C)c1C)S(C)(=O)=O
 : 0	5	-13	-5	-2	0	-39	-10	-1
30	Cn1nnnc1SCC(=O)Nc1cc(C(C)(C)C)nn1-c1ccccc1
 : 2	0	13	-2	2	3	5	-17	0
31	Cc1ccc(-c2ccc(S(=O)(=O)NCc3ccco3)cc2)cc1
 : 1	4	-3	-3	-1	2	-2	-20	8
32	COc1cc(C(C#N)N2CCCCC2)ccc1O (centres undefined)
 : -2	0	-2	-2	3	2	8	-9	3
33	Cc1ccc(/C=C2/C(=O)c3ccc(C(=O)O)cc3C2=O)o1
 : 32	3	4	4	19	6	0	1	41
34	CC(=O)C(Sc1ccc2nnc(-c3ccncc3)n2n1)C(C)=O
 : -5	-4	9	-6	-2	-2	2	-12	-1
35	O=C1NCCc2c1[nH]c1c(Cl)ccc(Cl)c21
 : -1	4	13	-8	-1	5	5	-3	4
36	O=C(C1CCCO1)N1CCN(C(=S)Nc2ccccc2Cl)CC1 (centres undefined)
 : 4	0	6	12	-1	9	-11	·	1
37	Cc1ccc(Cl)cc1NC(=O)CCn1cccc1
 : 1	4	-4	8	3	5	-9	-15	1
38	Cc1ccccc1OCC(=O)NCC1CCCO1 (centres undefined)
 : 0	4	7	-11	0	0	-4	-4	-1
39	O=C(c1ccccc1)c1ccc(-c2ccc(O)cc2)cc1
 : 0	·	-16	-9	-6	-1	-8	-8	5
40	O=C(Nc1nc2ccccc2[nH]1)c1cccs1
 : 1	-3	-10	2	3	-1	-5	-24	18
41	Cc1ccc(C(=O)/C=C/Nc2ccc(S(=O)(=O)Nc3onc(C)c3C)cc2)cc1
 : 0	4	0	-9	6	2	-15	1	1
42	COc1ccccc1C(=O)Nc1ccccc1N1CCOCC1
 : -4	-6	-30	-7	-5	-2	-25	-13	2
43	COc1cccc2cc(C(=O)N3CCN(c4ccccn4)CC3)c(=O)oc12
 : 2	2	16	-8	-4	4	2	-10	2
44	Cc1cc(C(=O)CSc2nc3ccccc3c(=O)n2C)c(C)n1CC1CCCO1 (centres undefined)
 : 2	27*	14	-7	-4	0	-27	-29	17
45	CC(C)Oc1cccc(C(=O)C2CCCN(S(C)(=O)=O)C2)c1 (centres undefined)
 : 1	3	15	-10	-6	5	4	-3	10
46	O=C(COc1ccc(/C=N/NC(=O)C(=O)N2CCCCC2)cc1)Nc1ccccc1Cl
 : ·	-1	9	-8	1	-3	8	-7	1
47	C(=N\n1cnnc1)/c1cccc2ccccc12
 : 0	9	-12	-3	1	7	21	-11	3
48	CC(C)(C#N)Nn1cnnc1
 : -1	-2	15	3	-2	3	-4	0	1
49	CC(C1CC1)N(Cc1ccccc1)C(=O)NC(=O)c1cccc(F)c1 (centres undefined)
 : 0	1	11	-1	-1	4	1	-8	16
50	O=C(CCc1ccccc1)n1nc(-c2ccco2)nc1SCc1ccccc1
 : 3	3	-11	0	3	-13	-2	-15	0
51	COc1ccc(-n2c(Cc3cccn3C)nnc2SCC(=O)Nc2cccc(Cl)c2)cc1
 : 3	0	5	-5	-1	6	26	-6	23
52	COc1ccc(NC(C)C(=O)Nc2ccc(C#N)cc2)cc1Cl (centres undefined)
 : -1	-1	-1	-7	-1	1	21	-10	-2
53	O=C(Nc1ccccc1C(=O)O)c1cccc(F)c1
 : ·	0	-2	-5	·	5	-31	·	6
54	CC1NC(=O)NC1CCCCCC(=O)Nc1ccc(F)cc1 (centres undefined)
 : -1	0	7	-8	0	-1	5	-16	0
55	COc1ccc(/C=N\NC(=O)c2cccc(Br)c2)c(OC)c1
 : 0	7	-4	-6	-2	0	3	-12	11
56	O=C(NCCc1c[nH]c2ccccc12)c1cc2sccc2n1Cc1ccccc1
 : 3	-1	14	-6	0	2	13	-14	-18
57	Cc1ccc(C)c(N2CCN(C(c3ccc(N(C)C)cc3)c3nnnn3C(C)(C)C)CC2)c1 (centres undefined)
 : 0	0	-10	-4	-1	-5	-32	-11	9
58	COc1ccccc1CN1CCCC(C(=O)N(C)Cc2ccccc2)C1 (centres undefined)
 : 0	16	-1	-7	-7	4	2	-11	1
59	Clc1nc(-c2ccccc2)cc(-c2ccc(Br)cc2)n1
 : ·	5	-5	-11	·	-1	-16	·	0
60	COc1ccc(-c2[nH]ncc2CN(C)C(C)c2ccncn2)c(F)c1 (centres undefined)
 : 1	-2	-13	-2	1	2	7	-17	10

Source: PubChem BioAssay
